Compound activity from PubChem.
MBD2 inh: inhibitors of human MBD2 binding to methylated oligonucleotide; TR-FRET; inhibition, % at 4.4 µM; 370,000 tested, 0.31% active; in the data active = inhibition above about 13%
Target sequence (Q9UBB5 whole entry, looked up): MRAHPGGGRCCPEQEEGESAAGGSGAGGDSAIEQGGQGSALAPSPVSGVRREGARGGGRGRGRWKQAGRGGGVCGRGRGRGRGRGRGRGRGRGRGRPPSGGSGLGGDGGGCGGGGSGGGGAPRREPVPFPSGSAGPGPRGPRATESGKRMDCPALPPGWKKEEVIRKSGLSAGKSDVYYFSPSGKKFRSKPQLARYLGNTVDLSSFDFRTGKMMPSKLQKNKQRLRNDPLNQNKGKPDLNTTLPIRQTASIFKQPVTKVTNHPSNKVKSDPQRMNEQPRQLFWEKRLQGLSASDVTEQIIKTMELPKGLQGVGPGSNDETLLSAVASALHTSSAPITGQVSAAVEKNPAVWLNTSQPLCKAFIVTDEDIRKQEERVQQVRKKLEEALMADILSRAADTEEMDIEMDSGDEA
PLC-gamma1 inh: inhibitors of human phospholipase C gamma1; P19174; purified PLC-gamma1, fluorogenic substrate, fluorescence; inhibition, % at 12.2 µM; 370,000 tested, 0.84% active; AID 720700; in the data active = inhibition above about 9.5%
Tn7 DDE FP: disrupts Tn7 cyclic peptide binding to fibrin D-Dimer-E complex. P02675. FP displacement of FITC-Tn7 peptide from fibrin DD(E); 0% = median of compound wells per plate. inhibition, % at 8.3 µM. 370,000 tested, 0.13% active;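 active = inhibition above the mean of compounds falling within the control limits plus 3 SD of them, cut at about 14% in these data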;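 note: 0% = plate median of compound wells and 100% = 10 µM Aha-Tn7 peptide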
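System: human fibrin DD(E); quantity: Fibrin-DD(E) at 2 µM final; also added: fluorescent Tn7 probe at 0.1 µM; compound dosing: single nominal test concentration of 8.3 µM per compound; schedule: 10 min preincubation, 3 h with tracer, room temperature; detection: fluorescence polarization of the labelled Tn7 tracer; repeats: one replicate per compound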
ASAP1 GAP inh: blocks human ASAP1-stimulated Arf1 GTP hydrolysis | inhibition, % at 16.5 µM | 360,000 tested, 0.19% active | AID 624377 | Q9ULH1 | GDP FP detection; in the data active = inhibition above about 25%;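 note: 0% = vehicle with enzyme and substrate and 100% = no enzyme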
ARFGAP1 inhibitor: inhibits rat ARF GTPase activating protein 1 | Q62848 | Arfgap1-stimulated ARF1 GTP hydrolysis, GDP FP detection | inhibition, % at 16.5 µM | 360,000 tested, 0.26% active | AID 651572;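 active = inhibition above a per-plate limit, mean inhibition of low control wells plus 3 SD, cut at about 25% in these data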;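 note: 0% = DMSO wells with enzyme and 100% = wells lacking Arfgap1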
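System: truncated rat Arfgap1 GAP domain / Medium: HEPES-based buffer, pH 7.5 / Also added: N-terminally truncated human ARF1-GTP substrate / Incubation: enzyme reaction 120 min at 25 °C after 20 min preincubation / Measured by: FP of antibody-bound GDP Alexa 633 tracer, ex 620/em 688 nm / Replicates: singlicate, each compound tested once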
PLCb3 inh: PLC-beta3 (human) inhibition, primary screen | Q01970 | Purified PLC-beta3, fluorogenic substrate, fluorescence | inhibition, % at 12.2 µM | 370,000 tested, 0.18% active | AID 720704; in the data active = inhibition above about 11%;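 note: 0% = median of compound wells on plate and 100% = full blocker control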
proKLK7 act: activates the human kallikrein-7 zymogen; activation, % at 7 µM; AID 652039; P49862; 370,000 tested, 0.9% active; purified proKLK7, EDANS-DABCYL substrate fluorescence; 100% is mature enzyme control, 0% vehicle;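 active = activation above the mean of all tested compounds plus 3 SD, computed per campaign excluding outliers beyond control limits, cut at about 13% in these data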
UHRF1 MBD2 ctr: human UHRF1 methylated DNA binding inhibitors | Q96T88 | UHRF1 binding to methylated oligo, TR-FRET | inhibition, % at 4.4 µM | 370,000 tested, 0.75% active; in the data active = inhibition above about 21%;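 note: UHRF1 SRA domain binding a hemimethylated CpG hairpin DNA probe; 0% = median of test compound wells and 100% = reference inhibitor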
Tn6 DDE FP: inhibitors of Tn6 peptide binding to human fibrin DD(E) | inhibition, % at 8.3 µM | 370,000 tested, 0.21% active | Fibrin DD(E) TRITC-Tn6 fluorescence polarization displacement;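 active = inhibition above a per-campaign cutoff: mean of compounds within control limits plus 3 SD, cut at about 15% in these data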;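 note: 0% = median of all compound wells on the plate and 100% = blocking peptide control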
ADAM17 inh: inhibits human ADAM17; inhibition, % at 6.95 µM; 370,000 tested, 0.83% active; recombinant ADAM17, EDANS/DABCYL FRET peptide cleavage;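 active = inhibition above the mean of compounds lying between control limits plus 3 SD, set per campaign, cut at about 8.5% in these data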;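 note: 0% = DMSO-only wells as the low control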
Target sequence (P78536 215-824 limits assumed): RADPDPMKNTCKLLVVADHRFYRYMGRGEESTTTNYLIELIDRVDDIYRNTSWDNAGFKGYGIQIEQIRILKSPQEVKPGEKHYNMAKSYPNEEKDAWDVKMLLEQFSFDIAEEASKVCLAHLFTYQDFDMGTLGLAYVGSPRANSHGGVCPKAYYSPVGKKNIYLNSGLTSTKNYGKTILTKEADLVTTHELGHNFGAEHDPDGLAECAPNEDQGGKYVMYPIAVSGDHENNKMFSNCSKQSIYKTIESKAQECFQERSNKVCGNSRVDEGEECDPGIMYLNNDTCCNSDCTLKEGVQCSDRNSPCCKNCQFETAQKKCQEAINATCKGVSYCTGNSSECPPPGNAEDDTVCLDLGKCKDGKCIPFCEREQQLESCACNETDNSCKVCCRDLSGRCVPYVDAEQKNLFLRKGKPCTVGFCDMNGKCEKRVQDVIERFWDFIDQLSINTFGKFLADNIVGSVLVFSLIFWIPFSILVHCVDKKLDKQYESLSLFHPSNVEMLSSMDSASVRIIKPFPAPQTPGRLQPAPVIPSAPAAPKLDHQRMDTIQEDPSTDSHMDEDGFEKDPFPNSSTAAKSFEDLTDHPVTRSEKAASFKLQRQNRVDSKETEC
* = called active by the depositor; i = inactive; / = not tested or not shown. Outcome played no part in choosing rows (roughly 4.1% active in at least one column).

SMILES | MBD2 inh | PLC-gamma1 inh | Tn7 DDE FP | ASAP1 GAP inh | ARFGAP1 inhibitor | PLCb3 inh | proKLK7 act | UHRF1 MBD2 ctr | Tn6 DDE FP | ADAM17 inh
O=C(Nc1ccncc1)c1cc(-c2ccc(Cl)cc2)nc2ccccc12 | 4 | 1 | 1 | / | / | 2 | 0.0 | 2 | -5 | -2
COc1cccc(CN(C)C(=O)Cn2cc(C)c(=O)[nH]c2=O)c1 | 2 | 8 | -6 | 5 | 14 | 5 | -0.3 | 3 | -2 | 7
N#CC1=C2SCN(Cc3ccccc3)CN2C(=O)CC1c1ccc2c(c1)OCO2 (stereo not given) | -1 | 0 | 9 | 4 | -10 | -3 | 0.1 | -4 | -1 | -2
NC(=O)C(c1cccc(Cl)c1)c1ncc(C(F)(F)F)cc1Cl (stereo not given) | 4 | 7 | -1 | -8 | 14 | 1 | -0.5 | 2 | -6 | -4
COc1ccc(C(CC(=O)O)n2cnnn2)cc1 (stereo not given) | -1 | 0 | -2 | -11 | 7 | 3 | 0.1 | -3 | 3 | -1
Cc1cccc(C(=O)Nc2ccccc2N2CCN(c3ccc(F)cc3)CC2)c1 | 3 | -2 | 2 | -3 | -3 | -1 | 0.0 | -1 | 3 | 4
Cc1occc1-c1nnc(SCC(=O)c2ccc(Cl)cc2)n1CC1CCCO1 (stereo not given) | -4 | 3 | -9 | -4 | 11 | 4 | 0.1 | 0 | -2 | 4
CCOC(=O)c1cc2c(=O)n3ccccc3nc2n(CC2CCCO2)c1=NC(=O)/C=C/c1ccccc1 (stereo not given) | -4 | i | 3 | 13 | 3 | i | 92* | -1 | -1 | i
CN(CC(=O)Nc1ccc(Cl)cc1)C(=O)C1=COCCO1 | -2 | -1 | -1 | -4 | 0 | -3 | 0.1 | -2 | -8 | 0
COc1ccc(C#CCN(Cc2ccc(OC)cc2OC)C(N)=NC(=O)CCc2ccccc2)cc1 | 0 | -3 | 1 | / | / | -6 | -0.8 | 0 | -4 | 4
CC[C@H]1C(=O)[C@@H](Cc2ccccc2)[C@@H]2CCN3C(=O)CCC[C@H]1[C@H]23 | 3 | -1 | 4 | 4 | 3 | 3 | 0.4 | 1 | 2 | -7
COC(=O)COc1ccc(S(=O)(=O)Nc2ccc3c(c2)OCCO3)cc1Cl | 4 | 1 | 9 | 11 | 13 | 1 | -0.2 | 3 | 2 | -2
O=C(/C=C/c1ccc(Cl)cc1)NCc1ccco1 | -2 | 0 | 0 | -7 | 8 | 0 | 0.3 | 2 | 1 | 2
CC1CCCCN1C(=O)CSc1nc(-c2ccccc2)cn1N (stereo not given) | 0 | -2 | 3 | -8 | 1 | -3 | 0.2 | 1 | 5 | -3
Cn1c(=O)c2c(nc(CN3CCCCC3)n2CCCc2ccccc2)n(C)c1=O | 2 | 0 | 9 | 1 | -12 | 1 | 0.5 | 0 | -1 | -1
O=C1OC(O)c2cccc3cccc1c23 (stereo not given) | -3 | -41 | 0 | 8 | 14 | -44 | 1.9 | -1 | 6 | -19
Cc1ccccc1CN1CCCCC(NC(=O)c2ccc(-c3ccccc3)cc2)C1=O (stereo not given) | 0 | 12* | 2 | / | / | 2 | -0.1 | 0 | -10 | 3
CN1CCN(C(=O)C2=C[C@H](c3ccc(Br)cc3)C[C@H](OCCCCO)O2)CC1 | 4 | 4 | 1 | -4 | 21 | -1 | 0.1 | 9 | 0 | -5
Cc1nnc(SCc2cccc(CSc3nnc(C)s3)c2)s1 | 3 | 2 | 0 | 5 | 11 | 0 | -0.3 | 1 | 3 | -3
COc1cccc(C(=O)CC(=O)C(=O)Nc2ccc(C)cc2Cl)c1 | -1 | 7 | -2 | 1 | -6 | -12 | -0.2 | 1 | -7 | 0

In a second layout: entries from further up.
MBD2 inh	PLC-gamma1 inh	Tn7 DDE FP	ASAP1 GAP inh	ARFGAP1 inhibitor	PLCb3 inh	proKLK7 act	UHRF1 MBD2 ctr	Tn6 DDE FP	ADAM17 inh	structure
4	1	1	/	/	2	0.0	2	-5	-2	O=C(Nc1ccncc1)c1cc(-c2ccc(Cl)cc2)nc2ccccc12
2	8	-6	5	14	5	-0.3	3	-2	7	COc1cccc(CN(C)C(=O)Cn2cc(C)c(=O)[nH]c2=O)c1
-1	0	9	4	-10	-3	0.1	-4	-1	-2	N#CC1=C2SCN(Cc3ccccc3)CN2C(=O)CC1c1ccc2c(c1)OCO2 (stereo not given)
4	7	-1	-8	14	1	-0.5	2	-6	-4	NC(=O)C(c1cccc(Cl)c1)c1ncc(C(F)(F)F)cc1Cl (stereo not given)
-1	0	-2	-11	7	3	0.1	-3	3	-1	COc1ccc(C(CC(=O)O)n2cnnn2)cc1 (stereo not given)
3	-2	2	-3	-3	-1	0.0	-1	3	4	Cc1cccc(C(=O)Nc2ccccc2N2CCN(c3ccc(F)cc3)CC2)c1
-4	3	-9	-4	11	4	0.1	0	-2	4	Cc1occc1-c1nnc(SCC(=O)c2ccc(Cl)cc2)n1CC1CCCO1 (stereo not given)
-4	i	3	13	3	i	92*	-1	-1	i	CCOC(=O)c1cc2c(=O)n3ccccc3nc2n(CC2CCCO2)c1=NC(=O)/C=C/c1ccccc1 (stereo not given)
-2	-1	-1	-4	0	-3	0.1	-2	-8	0	CN(CC(=O)Nc1ccc(Cl)cc1)C(=O)C1=COCCO1
0	-3	1	/	/	-6	-0.8	0	-4	4	COc1ccc(C#CCN(Cc2ccc(OC)cc2OC)C(N)=NC(=O)CCc2ccccc2)cc1
3	-1	4	4	3	3	0.4	1	2	-7	CC[C@H]1C(=O)[C@@H](Cc2ccccc2)[C@@H]2CCN3C(=O)CCC[C@H]1[C@H]23

Next part:
SMILES | MBD2 inh | PLC-gamma1 inh | Tn7 DDE FP | ASAP1 GAP inh | ARFGAP1 inhibitor | PLCb3 inh | proKLK7 act | UHRF1 MBD2 ctr | Tn6 DDE FP | ADAM17 inh
O=C(COC(=O)CNS(=O)(=O)c1c(F)cccc1F)NC(=O)NC1CCCCC1 | 6 | 4 | 7 | 6 | -1 | -5 | -0.5 | 1 | 1 | -5
CC(C)(C)OC(=O)NCCCCCNC(=O)c1nc[nH]c1C(=O)N1CCN(C(=O)OC(C)(C)C)CC1 | -1 | -1 | 1 | 1 | 10 | -2 | 0.1 | -2 | 8 | 0
CCCCCCCCCC(=O)Nn1cnc2ccccc2c1=O | -4 | -5 | -2 | 3 | -7 | -4 | 0.2 | -1 | 3 | -2
Cc1cccc(Cl)c1OCCN1CCCC1 | 9 | -2 | 4 | 4 | -3 | -2 | 0.5 | 5 | -8 | -9
CCOC(=O)c1c[nH]c2c(C)cc(C)cc2c1=O | 5 | -1 | -3 | 7 | -7 | -2 | -0.4 | 2 | -13 | -7
Cc1ccc2c(c1)nnn2C1CCN(S(=O)(=O)c2ccc(C(=O)O)cc2)CC1 | -6 | 2 | 3 | 1 | -6 | 1 | -0.7 | -1 | 2 | -1
CCN(CCO)Cc1cc(=O)oc2c(C)c(C)ccc12 | 1 | -4 | -2 | 7 | 13 | -6 | -0.8 | 1 | -2 | -4
O=C(CSc1nc2ccccc2s1)Nc1ccc(N2CCOCC2)c(Cl)c1 | 1 | -3 | -13 | 15 | 1 | -4 | 0.5 | 3 | -1 | 4
CCOc1ccc(C(=O)NCC(=O)OCC(=O)N2CCC(C)CC2)cc1 | 1 | 5 | -3 | -2 | 9 | 3 | 0.4 | 1 | -3 | 2
CC1CCCCN1C(=O)c1cccc(NC(=O)c2ccccc2)c1 (stereo not given) | 0 | -1 | 6 | 6 | 0 | 0 | 0.3 | 3 | -1 | 2

Reformatted comma-delimited: 2 of the compounds above.
Structure,MBD2 inh,PLC-gamma1 inh,Tn7 DDE FP,ASAP1 GAP inh,ARFGAP1 inhibitor,PLCb3 inh,proKLK7 act,UHRF1 MBD2 ctr,Tn6 DDE FP,ADAM17 inh
CCCCCCCCCC(=O)Nn1cnc2ccccc2c1=O,-4,-5,-2,3,-7,-4,0.2,-1,3,-2
O=C(COC(=O)CNS(=O)(=O)c1c(F)cccc1F)NC(=O)NC1CCCCC1,6,4,7,6,-1,-5,-0.5,1,1,-5

Next entries follow:
SMILES | MBD2 inh | PLC-gamma1 inh | Tn7 DDE FP | ASAP1 GAP inh | ARFGAP1 inhibitor | PLCb3 inh | proKLK7 act | UHRF1 MBD2 ctr | Tn6 DDE FP | ADAM17 inh
CCn1c(CCCOc2ccc(Cl)cc2Cl)nnc1SCC(=O)Nc1cccc(F)c1 | -1 | 6 | -1 | 0 | 16 | 4 | -0.5 | -2 | 10 | 4
CCN(CC)S(=O)(=O)c1cccc(-c2n[nH]c(=S)n2/N=C/c2ccc(Br)cc2)c1 | -1 | 0 | -8 | 0 | 9 | -2 | -0.2 | -1 | -2 | 6
Cn1nc(C(F)(F)F)c(-c2ccc(F)cc2)c1NC(=O)c1cccnc1 | -2 | 0 | -3 | 0 | 12 | -1 | -0.3 | 3 | -6 | 3
CC1CCCC(C)N1/N=C/c1ccc(O)c(O)c1 (stereo not given) | 0 | -1 | 8 | 11 | -3 | -13 | -0.2 | 12 | 3 | -4
CC(=O)Nc1ccc(S(=O)(=O)N(C)CC(=O)OCC(=O)N2CCc3ccccc32)cc1 | -1 | 8 | -5 | -7 | 11 | 5 | 0.1 | 1 | 4 | 2
CC(=O)c1sc(NC(=O)CCS(=O)(=O)c2ccc(F)cc2)nc1C | -2 | -1 | 1 | -10 | -1 | 2 | 0.1 | 1 | 1 | 0
COC(=O)NCC(c1cccnc1)N1CCN(c2ccccc2)CC1 (stereo not given) | 0 | -2 | -5 | 4 | -5 | 1 | -0.3 | -1 | 5 | 2
Cc1ccc(OCC(=O)N(C)CC(=O)Nc2cccc(F)c2)cc1 | -10 | 3 | 1 | -17 | 5 | -5 | -0.3 | -5 | 2 | 1
O=C(Nc1ccc(C(=O)NCc2ccc(F)cc2)cc1)C1=CSCCO1 | 3 | -3 | -5 | 1 | 1 | -4 | -0.3 | -1 | -8 | 6
O=C(COc1ccc2ccccc2c1Br)N1CCCC1 | -1 | 1 | -9 | 7 | 3 | -9 | -0.1 | 0 | -6 | -7
COc1cccc(Nc2ccccc2C(=O)O)c1 | 5 | -6 | -7 | 16 | 5 | -15 | 0.3 | 14 | -2 | -1
Cc1nc(N2CCCCC2)sc1C=O | 2 | 4 | -8 | -11 | -10 | 2 | 0.3 | -4 | -3 | 4
Cc1ccc(C(=O)Nc2ccc(Cl)cc2C(F)(F)F)c(Cl)c1 | 0 | 8 | -9 | 7 | -2 | 4 | -0.3 | 0 | -3 | 3
CCCC(O)(CCC)C(=O)NN(C(=O)CCl)c1cccc(C)c1 | 2 | 3 | -5 | 1 | 15 | 1 | -0.4 | 1 | 5 | 1
Cc1cccc(NC(=O)CCC(=O)N/N=C/c2ccco2)c1 | 6 | 0 | 2 | 8 | -9 | 5 | -0.4 | 3 | -5 | -9
COC(=O)c1scc(C)c1NC(=O)C1CCCCC1 | 1 | -1 | 2 | -9 | -8 | 0 | 0.0 | -1 | -2 | -4
COc1cccc(CC2(CO)CCCN(Cc3nc(-c4cccs4)oc3C)C2)c1 (stereo not given) | -3 | -1 | -1 | -4 | 2 | -9 | 0.4 | -3 | 0 | 1
C#CC(CC)(CC)NC(=O)Nc1ccccc1C(=O)OC | -7 | -8 | 4 | 9 | -14 | -7 | -0.2 | 2 | 1 | -15
